High-throughput results (PubChem)
TWEAK Fn14 block: TWEAK-Fn14 signaling inhibition; inhibition, % at 10 µM; actives 2% (n = 360,000); TWEAK-stimulated Fn14 reporter cells, luciferase luminescence, 8 h; in the data active means inhibition above about 50%
LRH-1 inv ag: suppresses constitutive activity of human LRH-1; inhibition, % at 3.6 µM; O00482; HEK293T StAR-luciferase reporter, LRH-1 transfected, 24 h; AID 602396; actives 0.13% (n = 360,000);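 active means inhibition above the mean inhibition of all tested compounds plus 3 SD, cut at about 73% in these data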;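 further: 0% = DMSO wells and 100% = reporter-only cells lacking LRH-1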
Target sequence (O00482 whole entry, looked up): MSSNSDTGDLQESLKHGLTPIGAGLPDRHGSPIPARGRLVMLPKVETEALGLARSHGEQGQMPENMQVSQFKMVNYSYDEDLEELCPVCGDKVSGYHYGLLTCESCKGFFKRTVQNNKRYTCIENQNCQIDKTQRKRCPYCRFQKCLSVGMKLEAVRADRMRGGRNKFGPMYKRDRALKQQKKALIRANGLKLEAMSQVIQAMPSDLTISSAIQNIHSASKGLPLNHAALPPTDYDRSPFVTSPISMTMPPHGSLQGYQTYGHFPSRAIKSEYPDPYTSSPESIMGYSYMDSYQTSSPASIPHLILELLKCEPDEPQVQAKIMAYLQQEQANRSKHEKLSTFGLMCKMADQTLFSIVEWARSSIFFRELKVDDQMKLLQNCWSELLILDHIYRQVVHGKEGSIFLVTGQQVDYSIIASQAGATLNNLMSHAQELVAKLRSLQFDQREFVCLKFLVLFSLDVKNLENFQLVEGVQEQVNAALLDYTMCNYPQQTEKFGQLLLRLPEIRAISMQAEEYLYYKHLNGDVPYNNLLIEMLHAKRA
COUP-TFII inh: blocks human COUP-TFII nuclear receptor; P24468; HEK293T NGFI-A luciferase reporter, luminescence; inhibition, % at 8.6 µM; actives 0.7% (n = 370,000); AID 686940;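 active means inhibition above a per-plate cutoff, mean inhibition of test wells between control levels plus 3 SD, cut at about 38% in these data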;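 further: cells cotransfected with COUP-TFII expression vector driving the NGFI-A reporter; 0% = median of COUP-TF2 test wells and 100% = reporter-only cells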
Target sequence (P24468 whole entry, looked up): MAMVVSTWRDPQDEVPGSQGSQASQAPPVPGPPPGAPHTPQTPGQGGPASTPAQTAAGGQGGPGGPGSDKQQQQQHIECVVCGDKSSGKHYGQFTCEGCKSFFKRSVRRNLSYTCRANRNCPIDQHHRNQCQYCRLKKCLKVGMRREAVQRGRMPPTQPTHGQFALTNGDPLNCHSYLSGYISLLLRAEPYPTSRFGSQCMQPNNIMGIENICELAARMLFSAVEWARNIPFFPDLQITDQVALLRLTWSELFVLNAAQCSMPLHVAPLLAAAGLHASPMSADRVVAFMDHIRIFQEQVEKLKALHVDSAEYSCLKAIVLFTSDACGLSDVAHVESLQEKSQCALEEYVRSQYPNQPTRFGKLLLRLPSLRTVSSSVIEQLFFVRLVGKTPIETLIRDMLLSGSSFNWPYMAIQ
CF NFkB block: blocks PAF-induced NF-kB reporter in cystic fibrosis cells | inhibition, % at 5 µM | KKLEB NF-kB-GFP reporter, GFP fluorescence overnight | actives 0.86% (n = 360,000);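 active means at least 50% inhibition at 5 µM, scaled per plate between neutral and stimulator controls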;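 further: PAF is a Pseudomonas aeruginosa culture filtrate used as stimulus; plate controls were PAF-stimulated DMSO wells for no effect and unstimulated DMSO wells for full effect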
SRC3 inh: inhibits human SRC3 coactivator; Q9Y6Q9; HEK293 GAL4-SRC3 luciferase reporter, luminescence; inhibition, % at 3.6 µM; actives 0.17% (n = 360,000);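 active means inhibition above a per-campaign cutoff, the mean of all compounds plus 3 SD, cut at about 60% in these data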;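 further: 0% = DMSO-treated cells and 100% = gossypol-treated cells at 36 µM; higher means less SRC3-driven luciferase light from the GAL4 reporter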
EBV LMP1 NFkB: reduces LMP1-driven NF-kappaB luciferase signal | AID 504558 | actives 0.69% (n = 350,000) | LMP1-induced NF-kappaB luciferase reporter cells, luminescence | inhibition, % at 12.5 µM; in the data active means inhibition above about 41%;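 further: 0% = neutral control wells and 100% = reference inhibitor control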
KKLEB cytotox: CF airway cell cytotoxicity counter-screen | KKLEB CF airway cells viability, ATPlite luminescence, overnight; hits give low values; cells stimulated with P. aeruginosa culture filtrate | activity change (cytotoxicity), % at 5 µM | actives 0.36% (n = 360,000) | AID 602141;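 active means corrected activity change at or below -50% at 5 µM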
TROY signal inh: blocks TROY-dependent signaling in reporter cells; Q293 LMP1-TROYcd NF-kB luciferase reporter, 4 h; inhibition, % at 10 µM; actives 0.98% (n = 360,000);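 active means compounds whose plate-normalised and pattern-corrected inhibition of the luciferase reporter signal at the single screening dose is 50% or more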
SRC1 inh: inhibits human SRC1 coactivator; HEK293 GAL4-SRC1 luciferase reporter, luminescence; actives 0.12% (n = 360,000); Q15788; inhibition, % at 3.6 µM;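 active means inhibition above the campaign mean plus 3 SD, with each screening campaign given its own cutoff, cut at about 60% in these data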;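 further: 0% = DMSO treated cells and 100% = gossypol at 36 µM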
TRAIL sens C8: sensitizes caspase-8 expressing cells to TRAIL; actives 1% (n = 360,000); NB7+C8 cells + TRAIL, ATPlite viability luminescence; inhibition (viability loss, TRAIL sensitization), % at 10 µM;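 active means compounds causing at least 50% loss of cell viability in the single-dose screen, relative to plate controls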
NCOA2 inhibitor: inhibits human steroid receptor coactivator 2; inhibition, % at 9 µM; actives 0.17% (n = 370,000); Q15596; HEK293 GAL4-SRC2 luciferase reporter, luminescence; AID 651957;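 active means inhibition above the mean inhibition of all tested compounds plus 3 SD, set per campaign, cut at about 52% in these data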;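 further: 0% = DMSO treated cells and 100% = cells given Gossypol at 36 µM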
* = called active by the depositor; . = not tested or not shown.

compound	TWEAK Fn14 block	LRH-1 inv ag	COUP-TFII inh	CF NFkB block	SRC3 inh	EBV LMP1 NFkB	KKLEB cytotox	TROY signal inh	SRC1 inh	TRAIL sens C8	NCOA2 inhibitor
COc1ccc(CN(Cc2cccn2C)S(=O)(=O)c2ccc(C)cc2)cc1	4	-14	-3	10	35	-4	-2	-8	-9	7	-10
Cc1ccc2c(C(=O)CN3CCN(C4CCCCC4)CC3)c(C)[nH]c2c1	-7	-1	2	9	17	-4	3	-5	-14	2	12
CCN(C(=O)CSc1nnc(Nc2ccccc2)s1)C1CCS(=O)(=O)C1 (centres undefined)	-5	-12	-3	5	-8	-5	-14	4	-31	1	-18
NC(=O)CCn1c(=O)oc2ccccc21	-3	10	3	7	15	3	2	-5	3	-9	-50
COc1ccc(CCNC(=O)N2c3ccccc3Sc3ccccc32)cc1	55*	2	32	13	15	14	0	45	6	25	22
CC1(C)CSC(=NCCc2ccccc2)N1	-7	2	-17	-8	-12	2	5	-20	0	3	-26
Clc1ccc(CSc2nnc3c(n2)[nH]c2ccccc23)cc1	4	6	-4	5	3	.	-6	-1	-74	-11	-13
NS(=O)(=O)c1ccc(CCNC(=S)NC2CCCC2)cc1	3	10	20	-12	19	3	5	-12	20	-3	1
CC(C)C(=O)Nc1cccc(-c2cn3ccsc3n2)c1	-20	-2	-20	9	-17	-5	3	.	-31	4	-32
CN(C)CCCNC(=O)CCC1CCCCC1	-11	13	-9	-8	-6	-3	2	-26	7	10	-6
CCCN(CCC)C(=O)CC(c1ccccc1)c1cc(C)ccc1O (centres undefined)	-1	25	-16	-9	9	-3	-3	-5	0	-19	-2
CC(=O)NCC1CCCN(Cc2cn(-c3ccccc3)nc2-c2ccc3c(c2)OCO3)C1 (centres undefined)	13	-2	0	8	10	-4	-4	-28	6	-17	4
O=C(/C=C/c1cccs1)NC(=S)NNC(=O)c1ccccc1O	48	88*	60*	14	80*	-6	16	38	65*	27	38
COc1ccc([N+](=O)[O-])cc1COc1cc(C)cc2oc(=O)cc(-c3ccccc3)c12	20	10	-5	6	-20	2	-17	-2	-16	17	21
Cc1ccc(CNC(=O)Cn2c(=O)oc3ccccc32)o1	-33	-8	-6	0	-21	3	6	3	-4	-10	16
CC1CN(Cc2nc3c(c(=O)n(C)c(=O)n3C)n2CC(O)CO)CC(C)O1 (centres undefined)	2	5	12	1	8	-1	12	-4	-12	-6	-15
CN1CCN(C(=O)c2c(O)c3cccc4c3n(c2=O)CCC4)CC1	25	18	15	6	1	-3	13	.	8	0	7
CCOC(=O)C(=O)NNc1ccccc1OC	3	6	-18	16	12	-5	-4	-9	12	2	-25
CCn1c(CN2CCN(CCO)CC2)nc2ccccc21	8	17	19	14	18	8	7	24	9	-6	3
CC(=O)OC1c2ccccc2C(=O)N1c1ccccc1C (centres undefined)	-5	-8	5	-23	-7	-8	12	-9	11	14	9
COc1ccc2[nH]c(C)c(CCNC(=S)Nc3cc(C)cc(C)c3)c2c1	-40	-14	1	7	-10	-4	1	-2	22	-9	1
CCOC(=O)N1CCN(C(=O)c2cccn3c(=O)c4c5c(sc4nc23)CCCC5)CC1	-9	-4	0	-12	-11	2	4	3	-7	-6	2
O=C(CCl)c1ccc(Cc2ncc(C(F)(F)F)cc2Cl)s1	-20	14	12	1	-2	6	-15	11	1	-2	0
Cc1cccc(NC(=O)CCCc2ccccc2)c1	-7	-105	-22	0	-110	-32	-4	-63	-78	-8	-53
Cc1cc2nc(-c3ccccc3)c(CC3CCCCC3)n2c(C)c1Br	2	-8	6	.	.	.	.	-33	.	16	-56
CC(NC(=O)CCNC(=O)c1ccc(Br)cc1)c1ccc(-n2ccnc2)cc1 (centres undefined)	3	-12	-3	2	4	2	-7	-12	-3	-1	-6
O=C1C=C(c2ccccc2)C[C@H](c2cccs2)[C@H]1n1nnc([N+](=O)[O-])n1	33	31	20	45	28	-91	-1	23	-20	24	7
COc1ccc(-c2cc(=NC(CC(C)C)C(=O)O)c3cc(C)ccc3o2)cc1 (centres undefined)	-39	-220	-34	1	-85	-7	-7	-79	-121	3	-23
Cc1cccc(NC(=O)c2ccc(NC(C)c3ccccc3)c([N+](=O)[O-])c2)n1 (centres undefined)	35	-6	-16	14	-1	-15	-14	-14	-4	-8	-41
Cc1cc(=O)oc2c3c(cc(OCC(=O)NCC4CCC(C(=O)O)CC4)c12)OC(C)(C)CC3 (centres undefined)	-10	-14	17	10	13	-4	-7	-2	1	4	-22
CC(CCN1CCC(n2nccc2NC(=O)c2ccccc2Cl)CC1)c1ccccc1 (centres undefined)	0	15	7	-2	24	-7	-15	10	4	1	-16
Cc1ccc(CNC(=S)Nc2ccc(OC(F)F)cc2C)cc1	28	14	22	-1	14	2	-8	-8	-8	-2	-17
CC(C)CC1Nc2ncnc(N3CCCCC3)c2N(Cc2ccc(Br)cc2)C1=O (centres undefined)	-35	-11	18	7	-4	-20	-12	1	-26	5	-21
CC(=O)Nc1ccc(S(=O)(=O)NNC(=O)COc2ccc(Cl)cc2Cl)cc1	3	-21	-3	-2	2	-6	-9	12	-5	-3	18
N/C(=N\NS(=O)(=O)c1ccc(Cl)cc1)c1ccccn1	-12	11	-2	3	25	-9	10	-27	-6	-10	-4
CC1(C)CC(=O)C(C=NCC(N)=O)=C(O)C1	3	-2	4	5	-18	-17	3	5	-9	3	-12
CCOc1ccc(Nc2ccc([N+](=O)[O-])c3nonc23)cc1	-3	-62	-24	20	-109	-26	-6	-5	-80	6	-31
Cc1cccc(C(=O)NNC(=O)C2CCN(C(=O)OC(C)(C)C)CC2)c1	6	-1	13	15	-6	-4	-10	5	-22	-3	0
CCC(Oc1ccccc1F)C(=O)NCCN1CCOCC1 (centres undefined)	5	-5	7	15	16	-4	0	-2	-25	-6	-10
CC(NC(=O)CCc1ccccc1)c1cc2c(cc1Cl)OCCO2 (centres undefined)	2	8	-6	-5	-4	-3	7	7	-6	3	12
COc1ccc([N+](=O)[O-])cc1NCc1ccco1	-23	3	7	11	-2	-1	-16	-5	4	-5	-13
COc1ccc(OCCSc2nc(N)cc(N)n2)cc1	-18	-103	-41	8	-42	-19	-10	-47	-65	-6	-21
CCCCn1c(N)c(N(CCOC)C(=O)c2ccc(F)c(S(=O)(=O)N3CCOCC3)c2)c(=O)[nH]c1=O	-14	12	-4	13	-8	-2	4	4	7	7	-9
Cn1c(=O)c2c(nc(N3CCc4ccccc4C3)n2Cc2ccc(Br)cc2)n(C)c1=O	-3	-4	-15	-14	11	1	6	-5	-5	-19	-10
O=C(OCn1nnc2ccccc2c1=O)c1ccc(Br)o1	-3	-1	-4	-3	1	4	-2	-8	-2	-13	6
C=CCn1c(=S)[nH]c2ccc(Br)cc2c1=O	2	6	-4	5	-4	3	-2	-13	5	-1	-7
CCN1CCN(S(=O)(=O)c2cc(OCC(=O)NC3CCCCC3)c(C)cc2Cl)CC1	16	27	46*	-3	30	26	0	11	33	18	6
CCCCn1nc2cc(C(=O)NCc3cc(C(F)(F)F)cc(C(F)(F)F)c3)ccc2c1OCC	-40	15	-2	-8	20	8	-20	-18	8	11	10
O=C(O)CCC(=O)N1CCC[C@H]1C(=O)O	8	18	0	-11	20	2	-17	4	-9	-3	-23
CCNC(=O)C1CCCN(C(=O)c2cc(OC)c(OC)c(OC)c2)CC1 (centres undefined)	5	0	-4	0	-26	.	-13	-7	-4	-13	16
Cc1c(NC(=O)C(C)OC(=O)CCC2CCCC2)c(=O)n(-c2ccccc2)n1C (centres undefined)	4	-2	7	1	9	-10	4	16	-3	3	-8
OC(COc1ccccc1Br)CN1CCNCC1 (centres undefined)	-13	13	33	-16	11	-5	1	11	13	-11	-11
COc1ccc(C(O)c2nc(-c3cncnc3)cs2)cc1 (centres undefined)	8	4	15	-20	8	.	-7	-15	4	5	17
O=C(Cc1ccccc1Cl)Nc1nc2ccccc2[nH]1	-3	-47	-32	20	-3	-5	-18	-21	-25	18	-7
OCCC1CN(CC#Cc2ccccc2)CCN1Cc1ccccc1F (centres undefined)	-14	1	1	1	16	0	2	16	-3	-18	-25
CC(=O)c1cc(C#N)c(Oc2cc(C)cc(C)c2)nc1C	-9	0	-1	10	-2	-15	4	1	-2	-11	-13
O=C(C[n+]1ccccc1)Nc1ccccc1[N+](=O)[O-]	10	3	20	-11	-8	4	-4	3	4	5	-11
O=C(O)c1cc(Cl)c(Cl)cc1C(=O)NCc1ccco1	-19	0	-29	5	25	7	3	8	8	8	10
CC(=O)c1cccc(NC(=O)C(CC(C)C)NC(=O)C2CCCCC2)c1 (centres undefined)	7	-2	-13	7	-13	0	-9	11	6	-11	-4
CC(C)N1CCN(CCCc2ccccc2)CC1CCO (centres undefined)	19	15	-3	7	-16	4	10	20	6	2	11

Some of these compounds in order of the SRC1 inh value, rising.
structure,SRC1 inh
O=C(O)CCC(=O)N1CCC[C@H]1C(=O)O,-9
O=C(C[n+]1ccccc1)Nc1ccccc1[N+](=O)[O-],4
CC(C)N1CCN(CCCc2ccccc2)CC1CCO (centres undefined),6

Next section.
compound	TWEAK Fn14 block	LRH-1 inv ag	COUP-TFII inh	CF NFkB block	SRC3 inh	EBV LMP1 NFkB	KKLEB cytotox	TROY signal inh	SRC1 inh	TRAIL sens C8	NCOA2 inhibitor
CN1OC[C@@H]2CN[C@H](c3ccc(-c4cc5ccccc5o4)cc3)C[C@@H]21	106*	91*	.	-4	87*	80*	-46	90*	87*	86*	.
Cc1c(C(=O)Nc2ccc(S(N)(=O)=O)cc2)oc2ccc(Cl)cc12	0	-12	11	10	14	2	6	-1	-2	-1	-23
CCOC(=O)N1CCN(Cc2nc3c(c(=O)[nH]c(=O)n3C)n2Cc2ccccc2C)CC1	-3	5	-12	-8	10	1	4	-7	2	9	-2
Nc1cc(=O)[nH]c(SCC(=O)Nc2ccc(F)c(Cl)c2)n1	-3	-13	19	-7	15	-10	-6	4	-15	7	-24
COc1ccc(CNC(=O)CCCn2c(=S)[nH]c3cc4c(cc3c2=O)OCO4)cc1	8	-4	-11	1	-10	15	-6	20	-1	-19	-28
CCOc1ccc(C(=O)N/N=C(/C)C2C(=O)c3ccccc3C2=O)cc1	-34	-11	5	5	-4	3	8	-20	-8	17	-15
O=C(CCCCCN1C(=O)c2cccc3cccc(c23)C1=O)N1CCOCC1	-9	16	-4	-16	12	4	6	1	4	-9	-45
COc1ccc(Nc2nc(C(=O)NCCCN3CCOCC3)cs2)cc1	12	9	0	10	15	-2	6	1	-5	9	-1
CCc1noc(C)c1C(=O)N(CC(C)C)c1c(N)n(Cc2ccccc2)c(=O)[nH]c1=O	-3	-11	-1	5	0	-2	2	12	4	15	-17
